a7 integrin act: integrin-mediated muscular dystrophy alleviation activation. alpha7betagal myoblasts, beta-gal FDG fluorescence, 48 h. Potency, µM (doses to about 38.3 µM), for the others: top-dose activation, usual class: activators. hit rate 0.064% among 350,000;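 note: potency is the fitted concentration of half-maximal effect; 100% = response of the positive control SU9516; nearly all actives have a fitted effect of over 60% in size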
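Alpha7betagal+/- myoblasts (passage 13) were plated 16-24 hr, then exposed to compounds (1:260 dilution of DMSO stock) for 48 hours at 37C. After MPER lysis, β-galactosidase reporter activity was read as FDG fluorescence (ex 480/em 540) after 30 minutes.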
uPA surface inh: cell surface uPA generation inhibition; AID 540303; Potency, µM (top dose mostly 38.3 µM), inactives show at the top dose activity change, negative = inhibition, hits mostly inhibitors; hit rate 0.31% among 330,000; cell surface uPA generation assay, qHTS; active = well fitted inhibition curve with a large enough effect; inconclusive = small, poorly fitted or top-dose-only effect; inactive = no such curve, though single readings can be large or run the other way; tested in mouse RAW 264.7 cells; note: potency is the fitted concentration of half-maximal effect; % is set by controls: 0 for no effect and ±100 for the full control effect; nearly all actives have a fitted effect of over 55% in size
USP2a inh: inhibitors of human ubiquitin-specific protease USP2a; AID 463254; USP2 core, Ub-CHOP2 coupled fluorogenic reporter, 485/531; hit rate 0.01% among 330,000; Potency, µM (series often up to 38.3 µM), for the others: top-dose activity change, negative = inhibition, usual class: inhibitors; O75604;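 note: potency is the fitted concentration of half-maximal effect; plate controls were DMSO wells for no effect and full inhibition by NEM control for full effect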
Target sequence (O75604 whole entry, looked up): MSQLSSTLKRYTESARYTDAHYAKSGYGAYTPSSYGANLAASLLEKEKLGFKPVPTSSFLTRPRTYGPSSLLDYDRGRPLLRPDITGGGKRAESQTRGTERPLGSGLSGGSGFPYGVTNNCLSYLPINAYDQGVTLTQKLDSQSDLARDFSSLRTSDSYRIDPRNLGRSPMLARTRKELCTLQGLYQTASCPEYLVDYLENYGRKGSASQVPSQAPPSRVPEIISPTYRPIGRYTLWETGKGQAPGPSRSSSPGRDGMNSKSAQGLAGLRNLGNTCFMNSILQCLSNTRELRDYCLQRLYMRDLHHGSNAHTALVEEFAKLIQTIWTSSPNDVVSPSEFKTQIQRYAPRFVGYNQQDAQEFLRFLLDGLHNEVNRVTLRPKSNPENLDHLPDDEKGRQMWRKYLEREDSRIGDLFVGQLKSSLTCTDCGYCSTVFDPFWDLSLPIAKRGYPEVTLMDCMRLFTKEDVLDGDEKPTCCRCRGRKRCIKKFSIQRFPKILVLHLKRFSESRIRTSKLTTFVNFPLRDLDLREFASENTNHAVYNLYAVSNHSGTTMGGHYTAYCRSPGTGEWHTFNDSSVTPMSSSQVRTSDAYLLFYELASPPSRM
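Cell-free coupled assay: 10nM USP2 core preincubated 30min RT with compound in Tris-HCl pH 8.0/CaCl2/CHAPS buffer, then 25nM Ub-CHOP2 and 25nM reporter substrate; fluorescence (Ex 485/Em 531) read after 60min RT, normalized to NEM inhibition, concentration-response curves fitted.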
ELG1 genotox: inducers of genotoxicity in HEK293T ELG1-luciferase cells; Potency, µM (top dose mostly 46 µM), inactives show at the top dose activity change, positive = activation, usual class: activators; HEK293T ELG1-luciferase reporter, luminescence, 16 h; hit rate 1.3% among 330,000; note: potency is the fitted concentration of half-maximal effect; % of control where 0% means no effect; nearly all actives have a fitted effect of over 60% in size
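DMSO vehicle served as control against compound-treated ELG1-luciferase HEK293T cells; exposure lasted 16 hr at 37 °C and 5% CO2, followed by ONE-Glo luminescence detection after 30 min.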
PTAP TSG101 blk: blocks PTAP/TSG101 interaction to inhibit HIV-1 budding; Q99816; Fluorescence polarization, FITC-PTAP peptide / Tsg101 binding; Potency, µM (titrated, usually from 115 µM), for inactives: top-dose activity change, negative = inhibition, hits mostly inhibitors; 340,000 tested, under 10 active; AID 493005; active = well fitted inhibition curve with a large enough effect in the main read-out, with a control signal flat, not every such curve was filed as active; inconclusive = small, poorly fitted or top-dose-only effect, or effect the other way, or a change in a side signal; inactive = no such curve, though single readings can be large or run the other way; note: potency is the fitted concentration of half-maximal effect; % of control where 0% means no effect
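Tsg101 binding domain (10 uM final) was mixed with compound and a FITC-labeled PTAP peptide (50 nM final) in HEPES pH 7.5 buffer with NaCl, Tween 20, EDTA and TCEP; fluorescence polarization was read after 20 min at r.t.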
Eya2 inh: inhibitors of human Eya2 phosphatase activity | O00167 | Potency, µM (doses to about 76.9 µM), for inactives: at the top dose activity, negative = inhibition, usual class: inhibitors | recombinant Eya2, OMFP fluorescence dephosphorylation (OMFP is methylfluorescein phosphate) | AID 488837 | hit rate 0.006% among 330,000; note: potency is the fitted concentration of half-maximal effect; % is set by controls: 0 for no effect and ±100 for the full control effect
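Eya2 protein (added as 0.2 uM solution) was preincubated with compound for 10 min at ambient temperature in 50 mM HEPES pH 7.5, 50 mM NaCl, 5 uM MgCl2, 0.05% BSA, 1 mM DTT. OMFP (added at 50 uM) then reacted 10 min; fluorescence read at 485/525 nm.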
B2AR arrestin: recruits beta-arrestin to the human beta2-adrenergic receptor. P07550. beta-arrestin recruitment to beta2AR, cell-based reporter. Potency, µM (series often up to 46.1 µM), without a hit: at the highest dose activation, actives largely listed as activators. hit rate 0.02% among 330,000;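 note: potency is the fitted concentration of half-maximal effect; 0% = DMSO controls and full agonism = EC100 isoproterenol or metaproterenol; nearly all actives have a fitted effect of over 65% in size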
Target sequence (P07550 whole entry, looked up): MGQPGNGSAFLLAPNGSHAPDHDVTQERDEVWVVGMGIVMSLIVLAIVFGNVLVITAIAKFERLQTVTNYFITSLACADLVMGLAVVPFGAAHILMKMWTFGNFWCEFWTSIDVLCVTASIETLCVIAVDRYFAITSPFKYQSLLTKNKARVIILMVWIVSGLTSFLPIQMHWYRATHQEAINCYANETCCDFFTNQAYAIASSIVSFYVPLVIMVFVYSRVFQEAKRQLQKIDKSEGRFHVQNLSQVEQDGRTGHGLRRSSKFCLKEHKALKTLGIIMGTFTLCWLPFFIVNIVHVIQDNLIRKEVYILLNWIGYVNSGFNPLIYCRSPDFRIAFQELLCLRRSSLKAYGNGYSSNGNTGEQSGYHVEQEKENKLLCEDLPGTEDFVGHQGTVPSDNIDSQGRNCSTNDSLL
p53 reactivation: re-activators of mutant p53 | H1299 p53-A138V BP100-luciferase reporter, luminescence, 24 h | Potency, µM (doses to about 92.2 µM), inactives show top-dose activity change, positive = activation, hits mostly activators | hit rate 0.063% among 320,000; note: potency is the fitted concentration of half-maximal effect; % of control where 0% means no effect; nearly all actives have a fitted effect of over 45% in size
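H1299 (p53-null), stable ts p53-A138V + BP100-Luc; 1000 cells/well, Opti-MEM/10% FBS; cpd 4 pt, 1:5; 24 h, 37 deg C, 5% CO2; detection reagent 10 min RT; luminescence.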
ASM inhibitor: human S-ASM enzyme inhibition. P17405. placental ASM, HMU-PC fluorogenic substrate, 60 min. Potency, µM (top dose mostly 57.5 µM), for the others: top-dose activity change, negative = inhibition, usual class: inhibitors. hit rate 0.006% among 340,000; note: potency is the fitted concentration of half-maximal effect
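Human placenta-derived ASM enzyme was preincubated with compound for 10 minutes at room temperature, then given fluorogenic substrate HMU-PC0 (9 uM final) for 60 minutes at 37 °C; a pH 10 stop preceded fluorescence reading at Ex 386/Em 447 nm.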
TRPV1 ag: agonists of human vanilloid receptor 1 (TRPV1); activation, % at 8.33 µM; hit rate 0.19% among 320,000; AID 540275; TRPV1-expressing cells, Fluo-8 calcium influx, agonist mode; in the data active = activation above about 80%; inconclusive = between about 30% and that limit; note: 0% is about no effect
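Cells expressing TRPV1 were dye-loaded with Fluo-8 and read kinetically: 10 s baseline, 3 min after compound (agonist portion), then 2 min after EC20 capsaicin (allosteric enhancer portion). Calcium-bound dye fluorescence at 480/520 nm.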
BRCA1 expr up: increases BRCA1 expression. MCF7-BRCA1-FFLuc reporter, luminescence, 48 h; response scale: scaled: vehicle 0%, 10 µM genistein 100%. Potency, µM (titrated, usually from 46.1 µM), inactives show top-dose activation, usual class: activators. hit rate 1.1% among 380,000. AID 624202; note: potency is the fitted concentration of half-maximal effect; nearly all actives have a fitted effect of over 80% in size; some results filed as inactive show a strong effect at the top dose
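Using MCF7 cells harboring a BRCA1 firefly luciferase reporter, plated 2 h before compound pinning, the screen measured luminescence after 48 h incubation. Responses were normalized to DMSO and 10 microM genistein, then fitted for concentration-effect.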
The depositor's hits bear a star; ? = inconclusive; . = not tested or not shown; [ ] = dose if it differs, or a comment. Unless noted, calls come from the whole dose curve; as a rule, active = well fitted curve in the direction sought with a large enough effect; inconclusive = small, poorly fitted or top-dose-only effect, or another doubt; inactive = no such curve, though single readings can be large; an effect the other way counts as inactive or inconclusive. Rows are unselected, and some 2.6% of all compounds hit somewhere here.

item	Compound	a7 integrin act	uPA surface inh	USP2a inh	ELG1 genotox	PTAP TSG101 blk	Eya2 inh	B2AR arrestin	p53 reactivation	ASM inhibitor	TRPV1 ag	BRCA1 expr up
1	CN(Cc1ccccc1)C(=O)c1ccc(NC(=O)C2CCCN(C(=O)OC(C)(C)C)C2)cc1 (configuration not stated)	31%	-26%	-1%	-9%	-6%	0%	-1.0%	1%	-6%	.	-62%
2	Cn1c(=O)[nH]c(=O)c2c1[nH]c(=S)n2Cc1ccccc1	-11%	9%	3%	0%	-3%	-10%	0.5%	-5%	1%	-1	2%
3	COc1ccc(CC(=O)NCC2CCCN(Cc3ccc(F)cc3F)C2)cc1 (configuration not stated)	3%	15%	-1%	0%	-2%	8%	-0.5%	1%	6%	9	-10%
4	CCCCNc1c(-c2ccc(SC(C)CC)c(OC)c2)nc2ccc(Cl)cn12 (configuration not stated)	2%	2%	-1%	-1%	-2%	-6%	-2.0%	10%	235%[activator]	.	30%
5	C/C(CC(=O)Nc1ccc([N+](=O)[O-])cc1)=N\NC(=O)c1ccccc1O	15%	8%	5%	-1%	-9%	7%	-0.2%	.	-13%	?	1%
6	CC1Cc2cc(/C(O)=C3/C(=O)C(=O)N(CCCn4ccnc4)C3c3cccc([N+](=O)[O-])c3)ccc2O1 (configuration not stated)	14%	2%	-1%	1%	-4%	-1%	-0.2%	6%	0%	2	16%
7	COc1ccc(C(=O)Oc2cccc3cccnc23)cc1[N+](=O)[O-]	-20%	3%	9%	-5%	0%	4%	10%	2%	-5%	2	0%
8	CNC(=O)c1[nH]cnc1C(=O)N[C@@H](Cc1ccccc1)C(=O)OC(C)(C)C	-20%	8%	14%	1%	-7%	-4%	-0.2%	-3%	-2%	?	-18%
9	COc1ccc(N2CCN(C(=O)COc3ccc4ccccc4c3)CC2)cc1	4%	-2%	0%	0%	-2%	-26%	-0.2%	6%	-1%	20	-8%
10	COC(=O)c1ccc(N=Nc2ccccc2)cc1	?	13%	5%	2%	1%	6%	-1.0%	?	-1%	11	10µM*
11	COc1ccc(OCC(O)CNc2ccc(Br)cc2)cc1 (configuration not stated)	-17%	3%	-7%	-2%	-1%	4%	0.0%	4%	-12%	11	0%
12	Cc1onc(-c2ccccc2)c1C(=O)N(Cc1ccccc1)C(C)C	33%	-1%	-1%	-8%	-2%	6%	-0.1%	-1%	6%	30	-4%
13	O=S(=O)(NC1CCCCC1)c1ccc(S(=O)(=O)N2CCN3CCCC3C2)cc1 (configuration not stated)	-32%[inhibitor]	4%	4%	-1%	-9%	6%	0.1%	-3%	-1%	8	4%
14	Cc1ccc(NC2=NCC(=O)N2C2CCCC2)cc1	0%	1%	0%	7%	-4%	-6%	-0.3%	12%	1%	2	25%
15	COc1cccc(CN2CC(C(=O)NCCCn3cccn3)CCC2=O)c1 (configuration not stated)	7%	2%	0%	4%	71%[activator]	5%	-0.4%	13%	-6%	-4	1%
16	COc1cccc(CCc2nnc(N)s2)c1	-6%	-7%	-2%	1%	-4%	-5%	-1.1%	.	-6%	-2	27%
17	COc1cc(/C=C/c2nc(N)nc(-c3ccccc3O)n2)cc(OC)c1OC	15%	-6%	-5%	-1%	0%	-6%	-0.2%	-18%	-15%	2	-35%
18	COCCn1c(SCC(=O)NC2CCCC(C)C2C)nc2ccccc2c1=O (configuration not stated)	-3%	1%	1%	-3%	-1%	-36%	-1.1%	-6%	-3%	1	-35%
19	Cc1ccc(-n2ncc(C#N)c2N)cc1	-29%	18%	0%	5%	-9%	2%	-0.3%	-1%	4%	3	10%
20	CC(C)n1c(CSCc2ccc(Cl)cc2Cl)n[nH]c1=S	?	3%	1%	-13%	-7%	6%	0.0%	-2%	2%	3	-46%
21	O=C(C1CCN(S(=O)(=O)c2ccc3c(c2)OCCO3)CC1)N1CCc2ccccc21	-34%[inhibitor]	4%	3%	-5%	-6%	1%	-0.5%	-1%	0%	4	-5%
22	Cc1cc(C(=O)COC(=O)Cn2c(C(F)(F)F)nc3ccccc32)c(C)n1Cc1ccco1	-12%	1%	1%	5%	-10%	9%[15.4 µM]	0.2%	6%	-2%	-2	-2%
23	COc1cc2c(cc1NS(=O)(=O)N1CCCC1)oc1ccccc12	17%	.	-1%	-2%	-8%	-3%	0.1%	-2%	-11%	1	-30%
24	Cn1nc(C(=O)N2CCN(c3ccccc3F)CC2)c2c1-c1ccccc1S(=O)(=O)C2	-1%	-7%	-1%	-4%	-11%	10%	0.0%	12%	-2%	2	0%
25	Cc1cccc(C(=O)OCC(=O)c2csc(N3CCCCC3)n2)c1[N+](=O)[O-]	-15%	-1%	3%	-2%	6%	10%	-0.6%	13%	21%	.	12%
26	COc1ccc(NC(=O)CN(C)C(=O)c2ccc(N3CCCC3)c([N+](=O)[O-])c2)cc1	22%	1%	0%	0%	-11%	-4%	0.2%	-4%	-3%	4	-12%
27	O=C(CN1CCCC1c1cccs1)Nc1cc(S(=O)(=O)N2CCCCC2)ccc1Cl (configuration not stated)	-20%	?	.	.	-5%	.	.	.	-7%	.	-33%
28	NC(c1ccccc1)c1cccnc1 (configuration not stated)	-6%	3%	0%	0%	-1%	-1%	-0.2%	.	0%	0	-7%
29	CCO[C@@H]1OC(C(=O)N2CCN(Cc3ccc4c(c3)OCO4)CC2)=C[C@H](C2CC2)[C@H]1CCCO	-14%	-10%	-2%	-2%	-2%	5%	0.3%	-5%	4%	13	5%
30	Cc1ccc(S(=O)(=O)NCCC(C)C)cc1[N+](=O)[O-]	-4%	5%	0%	1%	6%	3%	?	-10%	-1%	6	-28%
31	O=C(Nc1ccccc1Cl)C1CC(=O)n2c(nc3ccccc32)N1 (configuration not stated)	.	.	3%	?	.	3%	-0.1%	-4%	.	2	.
32	COC(=O)CCCC1=CC2=C(c3ccccc3)C(=O)C(C)(OC(=O)C3CCCC3)C(=O)C2=CN1C1CCCCC1 (configuration not stated)	-18%	10%	5%	-5%	-2%	-1%	0.4%	-3%	-11%	?	0%
33	CCN(C(=O)CSc1nc2ccccc2c(=O)n1CCOC)C1CCS(=O)(=O)C1 (configuration not stated)	-18%	-5%	-2%	-1%	-5%	-4%	0.0%	1%	2%	-1	0%
34	Cc1cc(NC(=O)CCC(=O)N(c2ccccc2)C(C(=O)NC2CCCC2)c2ccncc2)no1 (configuration not stated)	-15%	3%	0%	-1%	-5%	-3%	-4.8%	5%	2%	-2	-14%
35	CCOCC(=O)Nc1cc(C(=O)Nc2ccc(F)cc2)ccc1Cl	.	.	0%	7%	.	3%	-0.1%	3%	.	?	.
36	O=C(N/N=C/c1c(Cl)cccc1Cl)c1ccc(-n2cnnn2)cc1	-28%	0%	-1%	15%	-1%	-10%	-0.2%	-4%	0%	-2	-1%
37	COc1ccc(OC)c(NC(=O)C2CCN(S(=O)(=O)c3c(C)noc3C)CC2)c1	17%	-1%	0%	-6%	1%	1%	-0.8%	-7%	-6%	1	0%
38	C=C(C)COc1ccc(-c2ncncc2-c2ccc(Cl)cc2)c(O)c1	17%	-7%	-8%	-5%	-3%	-4%	-1.1%	-6%	-22%	?	-21%
39	COc1cc2nc(CC(C)C)n(NC(=O)c3ccccc3Br)c(=O)c2cc1OC	5%	14%	-2%	2%	-8%	-10%	-0.8%	-20%	-5%	8	-36%
40	Cc1cccn2c(=O)c3cc(C(=O)N4c5ccccc5CC4C)n(C)c3nc12 (configuration not stated)	2%	1%	2%	-1%	-8%	-11%	0.5%	-3%	21%	4	-12%
41	O=C1CC(Sc2ncccn2)C(=O)N1c1ccccc1C(F)(F)F (configuration not stated)	-9%	-3%	1%	-2%	-1%	7%	-0.2%	-42%[inhibitor]	1%	3	3%

Screening data from PubChem BioAssay.
